High-throughput results as filed in PubChem.
TRPV1 ag: activates the human vanilloid receptor TRPV1; TRPV1-expressing cells, Fluo-8 calcium influx, agonist mode; activation, % at 8.33 µM; 320,000 tested, 0.19% active; AID 540275; in the data active = activation above about 80%; inconclusive = between about 30% and that limit; note: 0% is about no effect
Target sequence (Q8NER1 whole entry, looked up): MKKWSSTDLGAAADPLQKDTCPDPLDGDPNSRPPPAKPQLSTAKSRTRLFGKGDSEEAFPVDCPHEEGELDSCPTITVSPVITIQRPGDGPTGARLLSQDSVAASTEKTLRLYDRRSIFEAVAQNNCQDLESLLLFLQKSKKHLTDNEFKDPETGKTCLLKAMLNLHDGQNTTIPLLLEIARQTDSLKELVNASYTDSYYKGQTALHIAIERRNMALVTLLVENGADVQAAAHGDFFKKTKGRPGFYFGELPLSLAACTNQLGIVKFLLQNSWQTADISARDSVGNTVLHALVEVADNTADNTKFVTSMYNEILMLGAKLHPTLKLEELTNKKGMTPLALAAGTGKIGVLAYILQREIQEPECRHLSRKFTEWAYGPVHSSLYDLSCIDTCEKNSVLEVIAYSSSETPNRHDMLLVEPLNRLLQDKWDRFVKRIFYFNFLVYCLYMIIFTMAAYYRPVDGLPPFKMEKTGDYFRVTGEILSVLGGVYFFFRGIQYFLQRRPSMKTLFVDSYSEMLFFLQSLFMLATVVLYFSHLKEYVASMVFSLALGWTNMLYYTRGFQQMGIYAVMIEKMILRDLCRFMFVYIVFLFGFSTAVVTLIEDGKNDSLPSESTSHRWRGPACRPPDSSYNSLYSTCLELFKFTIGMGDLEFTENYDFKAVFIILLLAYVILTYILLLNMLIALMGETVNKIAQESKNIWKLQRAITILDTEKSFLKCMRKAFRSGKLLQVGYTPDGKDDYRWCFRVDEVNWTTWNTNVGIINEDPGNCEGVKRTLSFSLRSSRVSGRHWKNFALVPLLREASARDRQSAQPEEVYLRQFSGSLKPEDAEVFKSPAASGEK
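TRPV1-expressing cells were cultured overnight at 35.5C and loaded with Fluo-8 calcium dye for 40 to 90 min at room temperature. After a 10 s baseline, compound was added and calcium influx was read kinetically for 3 min (ex 480/em 520 nm).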
TSG101-PTAP inh: blocks PTAP/TSG101 interaction to inhibit HIV-1 budding. Q99816. Fluorescence polarization, FITC-PTAP peptide / Tsg101 binding. Potency, µM (doses to about 115 µM), for the others: at the top dose activity change, negative = inhibition, hits mostly inhibitors. 340,000 tested, under 10 active. AID 493005; active = well fitted inhibition curve with a large enough effect in the main read-out, with a control signal flat, not every such curve was filed as active; inconclusive = small, poorly fitted or top-dose-only effect, or effect the other way, or a change in a side signal; inactive = no such curve, though single readings can be large or run the other way; note: potency is the fitted concentration of half-maximal effect; % of control where 0% means no effect
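Steps: Tsg101 binding domain dispensed (10 uM final), compounds pinned in DMSO, FITC-labeled PTAP-motif peptide added (50 nM final); after 20 min binding at room temperature, polarization measured.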
USP2a block: blocks human ubiquitin-specific protease USP2a; USP2 core, Ub-CHOP2 coupled fluorogenic reporter, 485/531; O75604; Potency, µM (doses to about 38.3 µM), for inactives: at the highest dose activity change, negative = inhibition, actives largely listed as inhibitors; 330,000 tested, 0.01% active;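 note: potency is the fitted concentration of half-maximal effect; plate controls were DMSO wells for no effect and full inhibition by NEM control for full effect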
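Cell-free coupled assay: 10nM USP2 core preincubated 30min RT with compound in Tris-HCl pH 8.0/CaCl2/CHAPS buffer, then 25nM Ub-CHOP2 and 25nM reporter substrate; fluorescence (Ex 485/Em 531) read after 60min RT, normalized to NEM inhibition, concentration-response curves fitted.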
B2AR arrestin: agonists driving beta-arrestin recruitment to human beta2-adrenergic receptor; P07550; beta-arrestin recruitment to beta2AR, cell-based reporter; Potency, µM (series often up to 46.1 µM), without a hit: at the highest dose activation, usual class: activators; 330,000 tested, 0.02% active; AID 492947;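 note: potency is the fitted concentration of half-maximal effect; 0% = DMSO controls and full agonism = EC100 isoproterenol or metaproterenol; nearly all actives have a fitted effect of over 65% in size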
ASM inhibitor: blocks human secretory acid sphingomyelinase. placental ASM, HMU-PC fluorogenic substrate, 60 min. P17405. 340,000 tested, 0.006% active. Potency, µM (top dose mostly 57.5 µM), for inactives: top-dose activity change, negative = inhibition, actives largely listed as inhibitors; note: potency is the fitted concentration of half-maximal effect
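Steps: dispense placental human ASM, pin compound, wait 10 min at room temperature, add HMU-PC0 substrate at 9 uM final, incubate 60 min at 37 °C, add stop solution raising pH to 10, read fluorescence.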
BRCA1 expr act: increases BRCA1 expression | MCF7-BRCA1-FFLuc reporter, luminescence, 48 h; response scale: scaled: vehicle 0%, 10 µM genistein 100% | Potency, µM (highest dose often 46.1 µM), for inactives: at the top dose activation, actives largely listed as activators | 380,000 tested, 1.1% active; note: potency is the fitted concentration of half-maximal effect; nearly all actives have a fitted effect of over 80% in size; some results filed as inactive show a strong effect at the top dose
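MCF7 cells carrying a BRCA1-firefly luciferase reporter (2000 cells/well, phenol-red free MEM) were attached for 2 h at 37 °C, then given compounds for 48 h. Luminescence was read 15 min after luciferase reagent; activity normalized to genistein (10 microM) and DMSO.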
p53 reactivator: restores transcriptional activity of mutant p53; Potency, µM (series often up to 92.2 µM), without a hit: at the top dose activity change, positive = activation, hits mostly activators; H1299 p53-A138V BP100-luciferase reporter, luminescence, 24 h; 320,000 tested, 0.063% active; note: potency is the fitted concentration of half-maximal effect; % of control where 0% means no effect; nearly all actives have a fitted effect of over 45% in size
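p53-null H1299 cells stably carrying temperature-sensitive p53-A138V and a BP100-luciferase reporter were pinned with compounds (4-point, 1:5 series) and held 24 hrs at 37 deg C. Luminescence was read 10 min after detection reagent.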
Integrin act MD: integrin-mediated muscular dystrophy alleviation activation; alpha7betagal myoblasts, beta-gal FDG fluorescence, 48 h; Potency, µM (highest dose often 38.3 µM), inactives show at the top dose activation, most hits filed as activators; 350,000 tested, 0.064% active;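 note: potency is the fitted concentration of half-maximal effect; 100% = response of the positive control SU9516; nearly all actives have a fitted effect of over 60% in size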
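Alpha7betagal+/- myoblasts (passage 13) were plated 16-24 hr, then exposed to compounds (1:260 dilution of DMSO stock) for 48 hours at 37C. After MPER lysis, β-galactosidase reporter activity was read as FDG fluorescence (ex 480/em 540) after 30 minutes.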
uPA generation: cell surface uPA generation inhibition. Potency, µM (top dose mostly 38.3 µM), inactives show at the top dose activity change, negative = inhibition, hits mostly inhibitors. AID 540303. 330,000 tested, 0.31% active. cell surface uPA generation assay, qHTS; active = well fitted inhibition curve with a large enough effect; inconclusive = small, poorly fitted or top-dose-only effect; inactive = no such curve, though single readings can be large or run the other way; tested in mouse RAW 264.7 cells; note: potency is the fitted concentration of half-maximal effect; % is set by controls: 0 for no effect and ±100 for the full control effect; nearly all actives have a fitted effect of over 55% in size
ELG1 genotoxic: genotoxicity induction in ELG1-luciferase HEK293T cells; HEK293T ELG1-luciferase reporter, luminescence, 16 h; Potency, µM (top dose mostly 46 µM), for the others: at the top dose activity change, positive = activation, actives largely listed as activators; 330,000 tested, 1.3% active; note: potency is the fitted concentration of half-maximal effect; % of control where 0% means no effect; nearly all actives have a fitted effect of over 60% in size
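Cells (2,000/well) expressing the ELG1-luciferase fusion are dosed by pin tool and kept 16 hr at 37 °C, 5% CO2. Signal comes from ONE-Glo luciferase reagent after 30 min at room temperature.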
Eya2 phos inh: Eya2 (human) phosphatase inhibition; O00167; recombinant Eya2, OMFP fluorescence dephosphorylation (OMFP is methylfluorescein phosphate); Potency, µM (top dose mostly 76.9 µM), without a hit: at the top dose activity, negative = inhibition, hits mostly inhibitors; 330,000 tested, 0.006% active; note: potency is the fitted concentration of half-maximal effect; % is set by controls: 0 for no effect and ±100 for the full control effect
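Eya2 (0.2 uM) preincubated 10 min at ambient with compound, then OMFP substrate added at 50 uM; 10 min reaction in 50 mM HEPES pH 7.5, 50 mM NaCl, 5 uM MgCl2, 0.05% BSA, 1 mM DTT. Fluorescence read at Ex 485/Em 525 nm.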
Starred values were filed as active, the others as inactive; ? = inconclusive; / = no result given; [ ] = another dose, or the depositor's remark. Unless noted, calls come from the whole dose curve; as a rule, active = well fitted curve in the direction sought with a large enough effect; inconclusive = small, poorly fitted or top-dose-only effect, or another doubt; inactive = no such curve, though single readings can be large; an effect the other way counts as inactive or inconclusive. Compounds as they come. About 2.6% of those tested had a hit in this group.

SMILES	TRPV1 ag	TSG101-PTAP inh	USP2a block	B2AR arrestin	ASM inhibitor	BRCA1 expr act	p53 reactivator	Integrin act MD	uPA generation	ELG1 genotoxic	Eya2 phos inh
OC1(C#CCN2CCOCC2)CCCCC1	0	-5%	4%	-0.1%	-3%	6%	-3%	-8%	-2%	?	-1%
CN(Cc1ccc(Cl)cc1)C(=O)COC(=O)c1ccc(-c2ccc(O)cc2)cc1	0	0%	3%	-3.8%	4%	12%	6%	-28%	-7%	11%	12%
O=C(CSc1nc2ccccc2o1)NCC1CCCO1 (stereo unspecified)	0	-3%	0%	0.1%	0%	-2%	-1%	-7%	3%	24%	7%
Cc1ccc(F)cc1NC(=O)CCc1c(C)nn(-c2ccc(N3CCCCC3)nn2)c1C	-2	-3%	-1%	0.3%	2%	69%	?	-9%	-6%	8%	5%
O=C(CCSc1ccc(Br)cc1)Nc1cccnc1	?	5%	3%	0.3%	6%	19%	14%	24%	5%	-5%	11%
CCC(C)n1c(SCC(=O)Nc2cc(C)on2)nc2ccccc2c1=O (stereo unspecified)	3	-4%	0%	-0.4%	0%	0%	-4%	-4%	-2%	-8%	25%
Cc1ccccc1C1NC(=S)NC2=C1C(=O)CCC2 (stereo unspecified)	-2	-4%	2%	-0.1%	12%	-14%	1%	-2%	2%	-3%	5%
O=C(NCC1CCCO1)c1ccc(NC(=O)c2cc(F)c(F)cc2Cl)cc1 (stereo unspecified)	-4	-5%	0%	0.0%	0%	9%	-65%[inhibitor]	15%	-5%	-5%	-7%
COc1cc2c(cc1OC)CN(CC(=O)Nc1ccc(C#N)cc1)CC2	?	-17%	2%	-0.5%	6%	0%	4%	20%	1%	0%	8%
Cc1ccc(-c2noc(CN(C(=O)CCCCCN3C(=O)c4ccccc4C3=O)C(C)C)n2)cc1	30	-2%	2%	0.1%	-13%	-2%	0%	-33%	-8%	-11%	-1%
Cc1c(C(=O)N/N=C/c2ccoc2)cccc1[N+](=O)[O-]	1	-2%	-2%	11%	-3%	-11%	-9%	?	9%	-1%	10%
Cc1onc(-c2ccccc2Cl)c1C(=O)N1CCN(c2ncccn2)CC1	0	-1%	0%	0.2%	0%	-21%	-1%	42%	-6%	-1%	-5%
COc1cccc(NC(=O)N2CCCC2C(=O)Nc2ccc3c(c2)OCCO3)c1 (stereo unspecified)	-1	-1%	1%	0.1%	-2%	1%	-4%	5%	2%	-1%	17%
COc1ccc(C(=O)OCC(=O)Nc2c(C)cccc2C)c(OC)c1OC	4	2%	-1%	-0.3%	3%	-19%	-7%	5%	4%	0%	-5%
CC(=O)Nc1ccc(C(=O)NNC(=O)c2ccccc2-n2cccc2)cc1	-7	-5%	-1%	0.4%	1%	1%	6%	-17%	15%	3%	6%
CC1Sc2ccc(S(=O)(=O)CCC(=O)N3CCN(c4ccccc4)CC3)cc2NC1=O (stereo unspecified)	0	-4%	0%	-0.6%	-1%	-29%	-2%	32%	-5%	-7%	?
CCOC(=O)c1cc(NC(=O)c2cccnc2)ccn1	/	-2%	/	/	6%	-6%	/	-1%	-15%	/	/
O=S(=O)(Cc1ccccc1)N1CCc2ccccc2C1	1	-1%	2%	-0.1%	-3%	-33%	2%	-18%	/	-1%	1%
COc1cc(N2CCCC2)c(OC)cc1C=O	-5	-4%	-5%	0.2%	103%[activator]	-11%	-4%	-32%	13%	-9%	-19%
Cc1cc(C)c(S(=O)(=O)NC2CC2)c(C)c1	0	-2%	1%	-0.2%	3%	-3%	-2%	-17%	6%	-1%	-10%
CCOC(=O)N1CCC(N2C(=O)c3ccccc3C2Nc2ccccc2C)CC1 (stereo unspecified)	4	0%	1%	-0.8%	0%	-28%	-2%	9%	-3%	0%	-34%
Cc1cc(C(=O)COC(=O)c2ccc(O)cc2)c(C)n1CCc1ccc(F)cc1	26	3%	-8%	0.2%	-2%	60%	-1%	-7%	-1%	-3%	1%
c1csc(-c2nnc(NC3CCCCC3)c3ccccc23)c1	?	-4%	1%	0.0%	21%	-52%	20%	-29%	-4%	-1%	-1%
Cc1[nH]n(-c2ccccc2)c(=O)c1/C=N/NC(=O)c1ccccc1F	24	-10%	-2%	0.5%	2%	-13%	?	-36%	?	?	-14%
CC(=O)Nc1ccc(NC(=O)CSc2nnc(C)c(=O)n2N)cc1	-3	-2%	0%	-0.5%	-6%	0%	-1%	6%	0%	0%	-6%
Next section.
SMILES	TRPV1 ag	TSG101-PTAP inh	USP2a block	B2AR arrestin	ASM inhibitor	BRCA1 expr act	p53 reactivator	Integrin act MD	uPA generation	ELG1 genotoxic	Eya2 phos inh
O=C(CN(C(=O)c1csnn1)c1ccc(Cl)cc1)NC1CCCC1	1	-9%	0%	-0.9%	5%	4%	3%	13%	1%	0%	-8%
CC1CN(C(=O)CSc2nc(N)cc(N)n2)CC(C)O1 (stereo unspecified)	-7	-4%	1%	0.0%	1%	-16%	9%	0%	11%	1%	2%
CCOC(=O)CCc1c(C(=O)OCC)[nH]c(CC)c1C(=O)OCc1ccccc1	?	-2%	-9%	0.3%	-1%	-79%	-1%	-24%	6%	-9%	-14%
O=C1CN(C(=O)c2ccccc2Br)C(c2ccc(F)cc2)c2cc(F)ccc2N1 (stereo unspecified)	12	0%	1%	-0.4%	5%	-45%	-5%	18%	8%	-1%	-6%
CCc1ccc(S(=O)(=O)NCC(O)COc2ccc(OC)cc2)cc1 (stereo unspecified)	4	-1%	-3%	-0.5%	-3%	-17%	-2%	-15%	2%	-7%	-17%
CSc1ccc(CNC(=O)C2CCC(=O)N(CCc3cccc(F)c3)C2)cc1 (stereo unspecified)	-1	0%	-1%	0.2%	-2%	-2%	4%	-6%	-4%	0%[9.26 µM]	-1%
Cc1ccc(S(=O)(=O)/C=C2\NC(=O)CS2)cc1	-5	-1%	0%	3.3%	-1%	3%	-1%	9%	4%	1%	?
CCOC(=O)COc1ccc(S(=O)(=O)Nc2ccc3c(c2)OCCO3)cc1	1	-8%	0%	0.0%	2%	79%	18%	-7%	4%	12%	2%
CSc1cccc(NC(=S)N(Cc2ccccc2)Cc2ccccn2)c1	1	1%	-1%	-0.9%	1%	-23%	0%	-24%	-4%	-13%	-5%
CCn1c(-c2csc3c2CCC(C)C3)n[nH]c1=S (stereo unspecified)	5	0%	5%	0.2%	-2%	-10%	6%	-13%	4%	-3%	0%
CCOc1ccc(NC(=O)NCc2cccn2C)cc1	9	3%	5%	0.2%	6%	?	18%	9%	-10%	?	-26%
O=C(CSc1nnc(NC(=O)C2CC(=O)N(c3ccc(F)cc3)C2)s1)NC1CCCC1 (stereo unspecified)	-2	1%	0%	-0.1%	-2%	1%	0%	?	1%	5%	-5%
CCN(C[C@H]1N[C@@](CC)(C(=O)OC)[C@H]2C(=O)N(Cc3ccccc3)C(=O)[C@@H]12)S(=O)(=O)c1ccccc1	/	-8%	1%	-0.9%	1%	-15%	-4%	-1%	-16%	-4%	-4%
O=C(Nc1ccc(Br)cc1)Nn1cnnc1	-4	-6%	-1%	0.3%	7%	26%	16%	-6%	-3%	1%	-10%
Cc1cc(OCc2n[nH]c(=S)n2-c2ccccc2)ccc1Cl	-4	-1%	0%	-0.5%	-1%	-1%	-5%	26%	0%	1%	10%
COc1cc(OC)cc(C(=O)NC(=S)NCc2ccco2)c1	5	-5%	-3%	0.5%	-5%	8%	-7%	-32%	/	1%	12%
O=C(OCC(O)CN1CCCCC1)C12CC3CC(CC(C3)C1)C2 (stereo unspecified)	1	-3%	3%	-0.2%	0%	-7%	6%	8%	2%	1%	2%
COC(=O)c1ccsc1NC(=O)C1COc2ccccc2O1 (stereo unspecified)	2	1%	1%	0.7%	-9%	-2%	2%	14%	-28%	2%	7%
CC(C)(C)c1ccc(C(=O)NCC(=O)OCC(=O)N2CCCC2)cc1	2	-3%	2%	0.2%	-2%	1%	10%	-24%	2%	0%	9%
O=C1[C@@H]2C(Cc3ccc(O)cc3)NC3(C(=O)Nc4ccc(F)cc43)[C@@H]2C(=O)N1c1ccccc1 (stereo partly specified)	0	-6%	0%	0.1%	-1%	-19%	6%	0%	-8%	-1%	31%

2 records picked at random from those above, as already listed:
SMILES	TRPV1 ag	TSG101-PTAP inh	USP2a block	B2AR arrestin	ASM inhibitor	BRCA1 expr act	p53 reactivator	Integrin act MD	uPA generation	ELG1 genotoxic	Eya2 phos inh
CCOC(=O)c1cc(NC(=O)c2cccnc2)ccn1	/	-2%	/	/	6%	-6%	/	-1%	-15%	/	/
CSc1ccc(CNC(=O)C2CCC(=O)N(CCc3cccc(F)c3)C2)cc1 (stereo unspecified)	-1	0%	-1%	0.2%	-2%	-2%	4%	-6%	-4%	0%[9.26 µM]	-1%
